Screens: PubChem BioAssay, National Center for Advancing Translational Sciences (NCATS)
PTHR1 agonist: agonists of human PTHR1 parathyroid hormone receptor. Q03431. HEK293 GP2 PTHR1 cells, GloSensor cAMP luminescence, 1 h. Potency, µM (titrated, usually from 115 µM), for the others: at the top dose activation, usual class: activators. 0.075% of 410,000 active. AID 743266; further: potency means the concentration at half of the fitted maximal effect; nearly all actives have a fitted effect of over 55% in size; some results filed as inactive show a strong effect at the top dose; inactives centre near -15; many of its hits are not listed in these tables
Target sequence (Q03431 whole entry, looked up): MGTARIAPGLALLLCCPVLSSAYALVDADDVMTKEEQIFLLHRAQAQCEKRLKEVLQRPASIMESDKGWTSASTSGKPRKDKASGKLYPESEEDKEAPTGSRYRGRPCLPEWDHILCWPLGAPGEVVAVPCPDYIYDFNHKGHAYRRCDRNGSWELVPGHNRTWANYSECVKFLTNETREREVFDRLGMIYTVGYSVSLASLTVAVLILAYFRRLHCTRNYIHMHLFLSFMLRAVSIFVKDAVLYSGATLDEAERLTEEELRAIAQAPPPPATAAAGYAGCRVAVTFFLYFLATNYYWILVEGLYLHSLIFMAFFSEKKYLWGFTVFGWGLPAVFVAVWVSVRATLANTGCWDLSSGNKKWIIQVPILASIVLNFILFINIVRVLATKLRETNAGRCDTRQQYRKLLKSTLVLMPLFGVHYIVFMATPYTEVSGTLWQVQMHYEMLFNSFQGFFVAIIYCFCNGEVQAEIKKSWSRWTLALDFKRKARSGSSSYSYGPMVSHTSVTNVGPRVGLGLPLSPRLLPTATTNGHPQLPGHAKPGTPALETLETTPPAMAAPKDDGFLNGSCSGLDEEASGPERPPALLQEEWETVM
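HEK-293-derived GP2 cells expressing PTHR1 and a GloSensor cAMP reporter, 3,000/well, plated overnight, given luciferin plus IBMX (each 0.5 mM as added) for 1 h at 37 °C, then compound for 1 h at 37 °C. Luminescence was read after 15 min at room temperature.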
pAkt inh: blocks phosphorylation of Akt; Neuro2A IGF-stimulated pAkt S473 HTRF, 20 min; active compounds read low; activity change, % for hits at 50 µM; 0.32% of 360,000 active; in the data active means activity change below about -80%; inconclusive means mostly about -51% to -80%; further: on the % scale 0 is the no-effect control and ±100 the full control effect
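Neuro2A cells in DMEM with 0.5% FBS, overnight at 37 deg C, given compound at single 50 µM final, then IGF (6 nM final) for 20 min at 37 deg C. Lysed; phospho-Akt Ser473 by HTRF after 24 h, 665/615 ratio.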
GLP1R inv ag: inverse agonists of human GLP-1 receptor; P43220; HEK293 GLP-1R CRE-luciferase, luminescence, 24 h; GLP-1R form is constitutively active; 1.6% of 410,000 active; Potency, µM (doses to about 38.3 µM), for inactives: at the top dose activity change, negative = inhibition, most hits filed as inhibitors; further: potency means the concentration at half of the fitted maximal effect; on the % scale 0 is the no-effect control and ±100 the full control effect; nearly all actives have a fitted effect of over 55% in size
Target sequence (P43220 whole entry, looked up): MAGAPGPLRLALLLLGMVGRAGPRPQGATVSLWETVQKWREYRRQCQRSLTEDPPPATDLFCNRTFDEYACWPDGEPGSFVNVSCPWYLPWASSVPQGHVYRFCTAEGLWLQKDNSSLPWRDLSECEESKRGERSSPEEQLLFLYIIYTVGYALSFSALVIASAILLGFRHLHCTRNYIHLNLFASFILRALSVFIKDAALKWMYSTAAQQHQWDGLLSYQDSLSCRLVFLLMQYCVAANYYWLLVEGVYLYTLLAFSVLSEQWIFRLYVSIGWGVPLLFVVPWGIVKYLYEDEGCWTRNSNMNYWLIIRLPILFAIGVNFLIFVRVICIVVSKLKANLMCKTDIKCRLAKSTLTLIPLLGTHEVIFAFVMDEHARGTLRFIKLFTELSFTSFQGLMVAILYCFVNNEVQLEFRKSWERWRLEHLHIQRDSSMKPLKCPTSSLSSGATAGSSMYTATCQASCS
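qHTS in 1536-well format: reporter HEK293 cells expressing constitutive GLP-1R activity in DMEM + 10% Nu serum, 24 hr with compounds at 37 deg C, luminescence read after 12 min with detection reagent.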
aSyn rescue: alpha-synuclein toxicity inhibition in yeast; 0.14% of 370,000 active; Yeast expressing alpha-synuclein, growth rescue, BacTiter-Glo, 24 h; Potency, µM (doses to about 46.1 µM), inactives show top-dose growth rescue (activation), most hits filed as activators; further: potency means the concentration at half of the fitted maximal effect; % of control where 0% means no effect; nearly all actives have a fitted effect of over 65% in size
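Rescue of yeast growth: cells expressing toxic alpha-synuclein, induced in galactose at OD600 0.02, incubated with compound 24 h at 30 C. ATP luminescence quantified growth; inhibitors of toxicity appear as activators.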
Abeta yeast res: A-beta toxicity reversal in yeast; yeast expressing A-beta42, growth rescue, OD600, 48 h; response scale: 0% DMSO, 100% iron-clioquinol control; Potency, µM (series often up to 46.1 µM), for inactives: at the highest dose growth rescue, usual class: activators; 0.063% of 410,000 active; further: potency means the concentration at half of the fitted maximal effect; nearly all actives have a fitted effect of over 55% in size
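Yeast growth medium received pinned compounds, then yeast cells expressing toxic A-beta were added; plates incubated at 30 C for 48 hr. Growth read as absorbance at 600 nm, normalized to DMSO and equimolar FeCl3 plus clioquinol controls.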
TDP-43 yeast inh: rescues yeast growth from TDP-43 toxicity. TDP-43 expressing yeast growth rescue, BacTiter-Glo, 24 h. Potency, µM (series often up to 46.1 µM), for the others: at the top dose growth rescue (activation), actives largely listed as activators. 1.8% of 410,000 active. AID 652104; further: potency means the concentration at half of the fitted maximal effect; % of control where 0% means no effect; nearly all actives have a fitted effect of over 50% in size
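In this qHTS, compounds that restore growth of yeast expressing TDP-43 appear as activators. Cells (OD600=0.02, galactose medium, raffinose-pregrown) are incubated with compound 24 hr at 30 deg C and growth is quantified by BacTiter-Glo.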
GLP1R cytotox: cytotoxic in the GLP-1 receptor inverse agonist counter-screen; HEK293 cAMP-luciferase reporter cells, luminescence, 24 h; Potency, µM (top dose mostly 38.3 µM), for the others: at the highest dose activity change, negative = inhibition, actives largely listed as inhibitors; AID 624418; 0.13% of 410,000 active;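 further: loss of luciferase light is scored as toxicity; potency means the concentration at half of the fitted maximal effect; on the % scale 0 is the no-effect control and ±100 the full control effect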
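Compound-treated cells are incubated 24 hr at 37 deg C under 5% CO2 after a 12 hour attachment period, then luciferase detection reagent is added and luminescence is measured following 12 min at room temperature; lowered signal indicates toxicity.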
MmCpn inh: blocks the Methanococcus maripaludis chaperonin Mm-Cpn; purified Mm-Cpn ATPase, ADP Transcreener TR-FRET; Potency, µM (top dose mostly 76.9 µM), inactives show top-dose activity, negative = inhibition, hits mostly inhibitors; 0.031% of 330,000 active; AID 504842; further: potency means the concentration at half of the fitted maximal effect; on the % scale 0 is the no-effect control and ±100 the full control effect; nearly all actives have a fitted effect of over 80% in size
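ATPase read-out: TR-FRET ADP immunoassay (anti-ADP Eu cryptate vs ADP-d2), ex 320 nm, em 590/665 nm; signal drops as ADP forms. Enzyme 25 nM, ATP 10 uM, 30 min at 37°C after 10 min compound preincubation.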
FUS suppressor: rescues growth of FUS-expressing yeast; S. cerevisiae FUS-expressing, growth rescue, OD600, 24 h; Potency, µM (titrated, usually from 76.6 µM), inactives show top-dose growth rescue (activation), most hits filed as activators; 0.24% of 390,000 active;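 further: potency means the concentration at half of the fitted maximal effect; plate controls were DMSO vehicle for no effect and reference control for full effect; nearly all actives have a fitted effect of over 55% in size; some results filed as inactive show a strong effect at the top dose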
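Toxicity suppression screen in FUS-yeast. Cells induced with 2% galactose, starting OD 0.005, treated 24hr at 30C with compounds at multiple final concentrations; growth by OD600.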
Starred values were filed as active, the others as inactive; i = inactive; ? = inconclusive; nt = no result given; & = joins results of further samples; [ ] = remark or other dose. Unless noted, the call rests on the fitted dose curve; in most records, active means well fitted curve in the direction sought with a large enough effect; inconclusive means small, poorly fitted or top-dose-only effect, or another doubt; inactive means no such curve, though single readings can be large; an effect the other way counts as inactive or inconclusive.

Start of the listing, in advance, 4 compounds:
SMILES	PTHR1 agonist	pAkt inh	GLP1R inv ag	aSyn rescue	Abeta yeast res	TDP-43 yeast inh	GLP1R cytotox	MmCpn inh	FUS suppressor
CC(C)(O)C#Cc1ccc([C@@H]2C[C@H]3CN(c4ccccc4)C(=O)[C@]34CCCN24)s1	i	i	?	-4%	2%	-15%	?	-6%	25%
Cc1c(C(=O)NCc2cccc([N+](=O)[O-])c2)sc(=O)n1Cc1ccc(C(C)C)cc1	-15%	i	?	1%	26%	1%	1%	nt	?
Cc1cccc(NC(=O)c2cc([N+](=O)[O-])ccc2N2CCOCC2)c1C	i	i	30%	-2%	-2%	13%	?	nt	-9%
O=C(N[C@@H](c1ccccc1)[C@H](O)c1ccccc1)[C@@H]1CCCN1C(=O)OCc1ccccc1	-36%[inhibitor]	i	-3%	-8%	-3%	?	?	nt	0%

All compounds of this part (from the top)
SMILES	PTHR1 agonist	pAkt inh	GLP1R inv ag	aSyn rescue	Abeta yeast res	TDP-43 yeast inh	GLP1R cytotox	MmCpn inh	FUS suppressor
CC(C)(O)C#Cc1ccc([C@@H]2C[C@H]3CN(c4ccccc4)C(=O)[C@]34CCCN24)s1	i	i	?	-4%	2%	-15%	?	-6%	25%
Cc1c(C(=O)NCc2cccc([N+](=O)[O-])c2)sc(=O)n1Cc1ccc(C(C)C)cc1	-15%	i	?	1%	26%	1%	1%	nt	?
Cc1cccc(NC(=O)c2cc([N+](=O)[O-])ccc2N2CCOCC2)c1C	i	i	30%	-2%	-2%	13%	?	nt	-9%
O=C(N[C@@H](c1ccccc1)[C@H](O)c1ccccc1)[C@@H]1CCCN1C(=O)OCc1ccccc1	-36%[inhibitor]	i	-3%	-8%	-3%	?	?	nt	0%
OC(COCC1COc2ccccc2O1)CN1CCN(c2ccc(F)cc2)CC1 (stereo not given)	-25%	i	?	3%	-6%	0%	4%	-2%	10%
O=C(NCc1ccncc1)C(=O)NCC(c1ccco1)N1CCN(c2ccc(F)cc2)CC1 (stereo not given)	i	i	-9%	-6%	-8%	-9%	6%	-1%	nt
NC(=O)c1cccc2c1C(=O)N(C1CCCCC1)C2	i	i	20%	0%	-4%	0%	6%	0%	-10%
CC(=O)N1c2ccc(S(=O)(=O)N3CCC(C(=O)NC(C)c4ccccc4)CC3)cc2CC1C (stereo not given)	-6%	i	3%	-4%	-20%	9%	-6%	1%	13%
Cc1ccnc(NC(=O)C2CCN(S(=O)(=O)c3ccc(Cl)c(C(F)(F)F)c3)CC2)c1	-26%	i	-10%	12%	10%	0%	2%	-1%	10%
Cc1cc(C)n2nc(CNS(=O)(=O)c3ccc(C)c(C)c3)nc2n1	-24%	i	3%&6%	-7%	21%&-8%	10%&16%	1%&7%	2%	-20%&-18%
COc1ccc(/C=C/C2=NC(=C\N(C)C)/C(=O)O2)cc1	-12%[57.5 µM]	i	80%[activator]	7%	-3%	7%	23%	-2%	13%
COCCN(C(=O)CSc1ccc2c(c1)OCCO2)c1c(N)n(CC(C)C)c(=O)[nH]c1=O	i	i	4%	-2%	4%	1%	-8%	1%	3%
Cc1c(NC(=O)CSc2nnc(-c3ccncc3)o2)c(=O)n(-c2ccccc2)n1C	i	i	1%	2%	6%	3%	1%	0%	4%
O=C(Nc1cccc(-c2cn3ccccc3n2)c1)c1cccc(Cl)c1	-52%[inhibitor]	i	0%	-24%	0%	2%	?	0%	nt
Cc1ccc2nc(NC(=O)/C=C/c3ccc4c(c3)OCO4)sc2c1	-18%	i	17%	2%	-8%	-18%	21%	-6%	32%
CC(C)CNC(=O)C(=O)N/N=C/c1cccs1	-7%[57.5 µM]	i	2%	1%	3%	-21%	-2%	1%	14%
CCN(CC(=O)Nc1ccccc1OC)C(=O)c1ccccc1Sc1ccccc1C#N	-15%	i	-28%	0%	-5%	16%	7%	0%	25%
CCN(CC)c1ccc(S(=O)(=O)N2CCOCC2)cc1NC(=O)COC(=O)c1ccco1	i	i	10%	-5%	7%	-15%	2%	1%	16%
CC(C)Nc1ncnc2c1ncn2[C@H]1CN(Cc2ccco2)C[C@@H](CO)O1	i	i	10%	-6%	14%	0%	-6%	nt	-14%
CCC(=O)Oc1c(S(=O)(=O)c2ccc(C)cc2)c(C)nn1C(C)(C)C	-25%	i	?	-1%	6%	9%	?	-1%	27%
CCc1c(O)nc(SCC(=O)NC(C)(C)C)n(-c2ccccc2)c1=O	i	i	13%	-2%	0%	-7%	10%	0%	20%
COc1ccc(N(C)C(=O)c2cc3c(Cl)nc4ccccc4c3s2)cc1	i	i	113%[activator]	0%	21%	?	21%	-1%	-6%
COc1ccc(CC(=O)NC2CC(=O)N(c3ccc(C)c(C)c3)C2)cc1OC (stereo not given)	-8%	nt	5%	nt	0%	17%	2%	nt	-4%
CC1C=CCC2C(=O)N(c3ccc(Cl)cc3O)C(=O)C12 (stereo not given)	-18%	i	2%	12%	5%	-5%	-23%	-1%	nt
O=C(CCn1c(=O)oc2ccccc21)NCCCN1CCOCC1	i	i	2%	2%	4%	-2%	-9%	2%	5%
NCCCC[C@@H](C(=O)NCCCCCCCCCCC(=O)N1CCNCC1)n1cc(CCCC(=O)O)nn1	-21%	i	17%	-3%	4%	11%	-10%	-2%	5%
Cc1ccc(N2CC(C(=O)OCC(=O)Nc3ccc(Cl)cc3)CC2=O)cc1 (stereo not given)	-65%[inhibitor]	i	4%	-2%	?	-13%	0%	-1%	-21%
CC(O)(c1cccs1)C(C(=O)O)c1ccccc1 (stereo not given)	-31%[inhibitor]	i	1%	-10%	0%	-9%	19%	nt	nt
O=C(O)CCCCCNS(=O)(=O)c1cccc2c1C(=O)c1ccccc1C2=O	-40%[inhibitor]	i	20%	-1%	-6%	4%	-18%	-6%	nt
CCCNC(=O)c1cc2cc([N+](=O)[O-])ccc2s1	-79%[inhibitor]	i	2%	-8%	-3%	10%	-3%	-4%	5%
O=C(COc1ccccc1Cl)Nc1nc(-c2cccs2)cs1	-8%[57.5 µM]	i	?	?	-29%	?	30%	-4%	?
CC1(N(O)C=C2C=CC(=O)C=C2)CCCCC1=O (stereo not given)	-7%	i	3%	15%	1%	-4%	-11%	1%	-8%
COc1ccc(OC)c(NC(=O)C2(C)CCN2CCc2ccccc2)c1 (stereo not given)	-4%	i	?	10%	-2%	11%	0%	nt	-7%
COC(C/C=C/C(=O)[C@H](C)OCc1ccccc1)OC	-35%[inhibitor]	i	-29%	-1%	-49%[inhibitor]	?	-10%	nt	-2%
COc1cccc(C(=O)NCC(=O)N/N=C/c2c(C)[nH]c3ccccc23)c1	i	nt	?	1%	-26%	13%	-19%	0%	-17%
CCOc1ccc(N=Nc2c(=O)[nH]n3c(=O)c4c([nH]c23)CCCC4)cc1	-15%	i	9%	-2%	-27%	-24%	11%	0%	19%
N#C/C(=C\c1ccc(Cl)cc1)c1nc(-c2ccco2)cs1	i	i	9%	0%	-7%	12%	-5%	-1%	nt
CCc1sc(C(=O)NNC(=O)CNC(=O)c2ccccc2F)cc1C	-8%	i	6%	-1%	-15%	7%	15%	2%	-6%
N#C/C(=C/c1ccc(N2CCOCC2)c([N+](=O)[O-])c1)C(N)=O	i	i	0%	0%	11%	-10%	86%[activator]	3%	5%
Cc1ccccc1-n1c(SCC(=O)Nc2ccc(Cl)cc2F)nnc1-c1cc2occc2n1C	i	nt	2%	nt	3%	13%	-7%	nt	-8%

Next section; the last two above are carried over.
SMILES	PTHR1 agonist	pAkt inh	GLP1R inv ag	aSyn rescue	Abeta yeast res	TDP-43 yeast inh	GLP1R cytotox	MmCpn inh	FUS suppressor
N#C/C(=C/c1ccc(N2CCOCC2)c([N+](=O)[O-])c1)C(N)=O	i	i	0%	0%	11%	-10%	86%[activator]	3%	5%
Cc1ccccc1-n1c(SCC(=O)Nc2ccc(Cl)cc2F)nnc1-c1cc2occc2n1C	i	nt	2%	nt	3%	13%	-7%	nt	-8%
COc1ccc(CCNc2nncc(=O)[nH]2)cc1OC	29%[57.5 µM]	i	4%	1%	6%	-12%	3%	3%	-1%
N#CCOc1coc(CN2CCN(c3cccc(Cl)c3)CC2)cc1=O	-2%	i	-8%	6%	6%	-6%	-4%	-2%	18%
CC(C)CSc1nnc(N)s1	i	i	8%	2%	5%	7%	-8%	0%	-25%
Cc1cccc(OCCCC(=O)NNC(=O)CCN2CCN(c3ccccc3)CC2)c1	-22%	i	7%	1%	13%	20%	-4%	3%	8%
CN(c1ccc(C(=O)NCCSCc2ccccc2)cc1)S(=O)(=O)c1ccccc1	-34%[inhibitor][57.5 µM]	i	?	7%	4%	8%	3%	0%	11%
COc1ccccc1NC(=O)C1=C(C)Nc2nc(SCc3ccccc3)nn2C1c1ccncc1 (stereo not given)	i	nt	0%	nt	-12%	14%	0%	nt	22%
Nc1[nH]nc2nc3ccccc3cc12	i	i	30%[7.66 µM]	2%	0%	-1%	-6%[7.66 µM]	-9%	-12%
O=S(=O)(O)c1ccc(N=NNc2ccc(Br)cc2)cc1	i	i	17%	8%	-22%	4%	4%	0%	-6%
CC(C)[C@H](NC(=O)c1ccccc1)C(=O)OCC(=O)NCCc1ccc(F)cc1	i	i	-8%	5%	5%	17%	9%	-1%	5%

A portion of the library; rates above refer to the full screens.
